CHT PAM: allosteric activators of human choline transporter CHT; B-score at 10 µM; CHT-expressing cells, membrane potential dye, choline EC20; active compounds read high; LV-AA mutant CHT in HEK293 cells; 310,000 tested, 0.49% active; Q9GZV3;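 active = initial fluorescence not abnormally high and integrated response B-score, plate-corrected, over 3 SD above library mean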
Target sequence (Q9GZV3 whole entry, looked up): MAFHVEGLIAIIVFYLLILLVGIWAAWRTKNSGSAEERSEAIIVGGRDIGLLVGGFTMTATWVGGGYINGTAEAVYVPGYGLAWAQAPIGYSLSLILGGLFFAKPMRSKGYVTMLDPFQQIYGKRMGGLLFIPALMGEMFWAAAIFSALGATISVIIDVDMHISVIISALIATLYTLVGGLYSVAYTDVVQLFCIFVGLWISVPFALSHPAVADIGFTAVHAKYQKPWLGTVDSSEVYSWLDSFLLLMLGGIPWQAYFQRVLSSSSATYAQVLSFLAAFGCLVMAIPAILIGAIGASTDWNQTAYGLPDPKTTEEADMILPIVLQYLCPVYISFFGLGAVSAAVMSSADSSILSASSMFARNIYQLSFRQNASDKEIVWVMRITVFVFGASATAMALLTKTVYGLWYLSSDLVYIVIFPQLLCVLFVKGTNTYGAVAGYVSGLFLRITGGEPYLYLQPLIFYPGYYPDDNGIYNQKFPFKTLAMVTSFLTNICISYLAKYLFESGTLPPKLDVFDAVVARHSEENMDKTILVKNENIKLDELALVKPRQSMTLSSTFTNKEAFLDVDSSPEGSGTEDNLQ
CHT block: inhibits the human high affinity choline transporter; 310,000 tested, 0.86% active; CHT-expressing cells, membrane potential dye, choline response; active compounds read low; AID 488975; B-score at 10 µM;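 active = B-score over 3 SD under the library average, and starting fluorescence ratio not unusually high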;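 also: choline stimulus applied at its EC90 after an EC20 pre-addition; B-score computed on integrated fluorescence ratio after choline addition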
An asterisk follows results filed as active; i = inactive. Not a hit list, and some 1.4% of all compounds hit somewhere here.

Values run as follows: CHT PAM, CHT block
> CCC(=O)Nc1cccc(C(=O)c2ccc(C)c(C)c2)c1
→ i, i
> Fc1ccc(-c2nc(-c3cccs3)no2)cc1
→ i, i
> COC(=O)[C@]1(Cc2ccccc2)N[C@H](c2ccc(-c3ccccc3)cc2)[C@@H]2C(=O)N(C)C(=O)[C@@H]21
→ i, i
> Cc1ccnc(NCc2cccc3ccccc23)c1
→ i, i
> CCC1(c2ccccc2)NC(=O)N(CC(=O)NCc2ccc(F)cc2)C1=O (centres undefined)
→ i, i
> CN(C)c1nc2sc3c(c2c(=O)n1C)CC(C)(C)OC3
→ i, i
> CCOC(=O)C1CCN(C(=O)COC(=O)COc2ccccc2OC)CC1
→ i, i
> CCSc1oc(-c2ccco2)nc1S(=O)(=O)c1ccccc1
→ i, i
> CCCCN(C)Cc1cc(=O)oc2cc3c(cc12)CCCC3
→ i, i
> CCOC(=O)CNC(=O)CSc1nc2cccnc2n1C
→ i, i
> Cc1ccc(NC(C)C(=O)N/N=C/c2c[nH]c3ccccc23)cc1 (centres undefined)
→ i, i
> CC12C=CC(=O)C=C1CCC1C3CCC(O)(C(=O)CO)C3(C)CC3OC312 (centres undefined)
→ i, i
> COc1ccc(NC(=O)c2ccccc2NC(=O)CSc2ccc(C)cc2)cc1
→ i, i
> CC(NC(=O)Cc1cccs1)C(c1cccs1)N1CCN(c2ccccc2F)CC1 (centres undefined)
→ i, i
> COc1ccc(CCn2nnnc2C(c2ccc(C)cc2)N2CCN(C)CC2)cc1OC (centres undefined)
→ i, i
> COc1ccccc1NC(=O)Cn1c(=O)n(C)c(=O)c2sc3c(c21)COC(C)(C)C3
→ i, i
> O=C(c1ccc(OC2CCN(Cc3ccccn3)CC2)cc1)N1CCCCCC1
→ i, i
> COc1ccc(C2C(C(=O)c3ccc(C)o3)=C(O)C(=O)N2Cc2ccco2)cc1OC (centres undefined)
→ i, i
> Cc1ccc(-c2nnc(NCCCO)c3ccccc23)cc1
→ i, i
> O=C(N/N=C/c1ccc(Br)cc1)c1ccc(F)cc1
→ i, i
> O=C(CSc1nnnn1C1CC2C=CC1C2)Nc1ccc(C(=O)O)cc1 (centres undefined)
→ i, i
> CC(C)C[C@H](NC(=O)C1CC(=O)N(c2ccc3c(c2)OCCO3)C1)C(=O)N1CCCCC1 (some centres undefined)
→ i, i
> CCCCN=C1NC(=O)C(CC(=O)Nc2ccc(Cl)cc2)S1 (centres undefined)
→ i, i
> NS(=O)(=O)c1ccc(NC(=O)CN2CCN(S(=O)(=O)c3ccc(F)cc3)CC2)cc1
→ i, i
> CS(=O)(=O)c1ccc2nc(NC(=O)CN3CCOCC3)sc2c1
→ i, i
> COc1ccc(Br)cc1CNC(=O)CCN1C(=O)COc2ccccc21
→ i, i
> CC(C)C[C@H]1C(=O)N2CCC[C@H]2[C@]2(O)O[C@](NC(=O)C3C=C4c5cccc6[nH]c(Br)c(c56)C[C@H]4N(C)C3)(C(C)C)C(=O)N12 (some centres undefined)
→ i, i
> COC(=O)CN1C(=S)N(c2ccc(F)cc2)C(=O)C1CC(=O)Nc1ccc(F)cc1 (centres undefined)
→ i, i
> CCn1c(=O)c(C(=O)Nn2c(C)nc3ccccc3c2=O)c(O)c2ccccc21
→ i, i
> Cc1ccc(C(=O)OCC(=O)NC(=O)c2cccn2C)cc1
→ i, i
> COc1cc(/C=C/C(=O)O)cc(S(=O)(=O)NCCO)c1OC
→ i, i
> COc1ccc(OC)c(/C=N/NC(=O)CN2CCSCC2)c1
→ i, i
> N#CC1=C(N)Oc2c(ccc3ccccc23)C1c1cccs1 (centres undefined)
→ i, i
> COc1ccc(C=O)cc1OC(=O)N1CCOCC1
→ i, i
> O=C(CN1C(=O)S/C(=C\c2ccc(F)cc2)C1=O)Nc1cccc(S(=O)(=O)NCc2ccco2)c1
→ i, i
> CCOc1ccc(N(CC(=O)NC2CCCCC2)C(=O)CCC(=O)Nc2nc(C)cs2)cc1
→ i, i
> CC[n+]1ccc(C[n+]2ccccc2)c2ccccc21
→ 11*, i
> N#C/C(=C\c1ccc[nH]1)S(=O)(=O)c1ccccc1
→ i, i
> CC(C)CN(CCCNC(=O)CN1C(=O)COc2ccc(S(=O)(=O)N3CCC(C)CC3)cc21)CC(C)C
→ i, i
> CCCCCc1c(C)nc(SCC(=O)O)[nH]c1=O
→ i, i
> O=C(O)CC(CNS(=O)(=O)c1cccc2nsnc12)c1ccccc1 (centres undefined)
→ i, i
> COc1ccc2c(c1)C(SCC(=O)NCc1ccccc1)CC(C)(C)O2 (centres undefined)
→ i, i
> Cn1cccc1-c1nc2ccccc2[nH]1
→ i, i
> Cc1ccc2c(c1)S/C(=C/c1ccc[n+](CCO)c1)N2C
→ i, i
> Cc1nn(Cc2n[nH]c(=S)n2Cc2ccccc2)c(C)c1Cl
→ i, i
> Cc1ccccc1NC(=S)NCCc1ccccc1
→ i, i
> CN(CC(=O)Nc1ccc(C(N)=O)cc1)CC(=O)Nc1ccccc1Cl
→ i, i
> COc1ccc(C2C(C(=O)c3cccs3)=C(O)C(=O)N2c2cccc(C)n2)cc1 (centres undefined)
→ i, i
> COc1cc(Cl)c(S(=O)(=O)N2CCCC2)cc1Cl
→ i, i
> COc1ccc2[nH]c(=O)c(-c3nnn(-c4ccc(Cl)c(Cl)c4)n3)cc2c1
→ i, i
> CCC1(COC(=O)Nc2cccc(Cl)c2)COC1
→ i, i
> COc1ccc(C2c3[nH]c4ccccc4c3CCN2CCCn2cccn2)cc1C (centres undefined)
→ i, i
> CCn1c(C)nc2cc(C(=O)NNC(=S)Nc3ccc(C)cc3)ccc21
→ i, i
> N=c1c2c3c(sc2nc2n1CCCCC2)CCCC3
→ i, i
> O=C(COC(=O)COc1ccc(Cl)cc1Cl)Nc1cccnc1Cl
→ i, i
> CC1CCCCC12NC(=O)N(CC(=O)c1ccc3c(c1)OCO3)C2=O (centres undefined)
→ i, i
> O=C1CCCc2cc(S(=O)(=O)N3CCC(C(=O)NCc4ccccc4)CC3)ccc2N1
→ i, i
> COc1ccc(C(=O)N2CCOC2CNC(=O)C(=O)NCCc2ccc(OC)c(OC)c2)cc1 (centres undefined)
→ i, i
> Clc1ccc(-c2nnc(SCc3nc4ccccc4[nH]3)o2)c(Cl)c1
→ i, i
> CCOC(=O)c1c(C)[nH]c(=S)c(C#N)c1-c1ccc(OC)cc1
→ i, i

Next compounds:
Values run as follows: CHT PAM, CHT block
> O=C(NCc1ccccc1)c1ccc(CN(c2ccccn2)S(=O)(=O)c2ccccc2)cc1
→ i, i
> COc1ccc(N2CCN(CC(O)COc3ccc(C)cc3C)CC2)cc1 (centres undefined)
→ i, i
> CC(O)(C#CCN1CCCCC1)c1ccccc1 (centres undefined)
→ i, i
> CC1CC(C(F)(F)C(F)(F)F)n2nc(C(=O)O)cc2N1 (centres undefined)
→ i, i
> CN(NC1OC(=O)c2ccccc21)c1ncc(C(F)(F)F)cc1Cl (centres undefined)
→ i, i
> CCn1cc(C(=O)NC(=S)Nc2sc3c(c2C(=O)OC)CCCCCC3)cn1
→ i, i
> CCOC(=O)Cc1csc(N(C)C)n1
→ i, i
> C=CCn1c(SCC(=O)O)nnc1-c1cccs1
→ i, i
> Cc1ccc(CNC(=O)CCNS(=O)(=O)c2ccc3c(c2)c(=O)n(C)c(=O)n3C)cc1
→ i, i
> O=C(Nc1ccccc1N1CCCC1)c1cccnc1
→ i, i
> Cc1ccc(Nc2cnn(C34CC5CC(CC(CC(=O)O)(C5)C3)C4)c(=O)c2Cl)cc1C
→ i, i
> COC(=O)c1nn(-c2ccc(OC)cc2)c(=O)cc1NN
→ i, i
> CC(=O)c1sc(NC(=O)CS(=O)(=O)c2ccccc2)nc1-c1ccccc1
→ i, i
> CC(=O)NC(CC(=O)N1CCN(C(C)=O)CC1)c1ccccc1 (centres undefined)
→ i, i
> Cc1oc(C(C)(C)C)cc1C(=O)N1CCN(c2ccc(C(F)(F)F)cn2)CC1
→ i, i
> Cc1ccccc1OCC(=O)NN1CCN(C)CC1
→ i, i
> O=C(Cn1nc(Cc2cccnc2)c2ccccc2c1=O)N1CCN(c2ccccn2)CC1
→ i, i
> O=C(c1cc(=O)c2ccccc2o1)N1CCN(c2ccccc2)CC1
→ i, i
> Nc1nc(Nc2ccc(Cl)cc2)nc(NCCO)c1[N+](=O)[O-]
→ i, i
> CC1(C)CC2CC(C)(CN2C(=O)c2ccc([N+](=O)[O-])cc2[N+](=O)[O-])C1 (centres undefined)
→ i, i

A draw from above in order of heavy-atom count, low to high.
Values run as follows: CHT PAM, CHT block
> C=CCn1c(SCC(=O)O)nnc1-c1cccs1
→ i, i
> Nc1nc(Nc2ccc(Cl)cc2)nc(NCCO)c1[N+](=O)[O-]
→ i, i
> CN(NC1OC(=O)c2ccccc21)c1ncc(C(F)(F)F)cc1Cl (centres undefined)
→ i, i
> COc1ccc(N2CCN(CC(O)COc3ccc(C)cc3C)CC2)cc1 (centres undefined)
→ i, i
> Cc1ccc(CNC(=O)CCNS(=O)(=O)c2ccc3c(c2)c(=O)n(C)c(=O)n3C)cc1
→ i, i
> O=C(NCc1ccccc1)c1ccc(CN(c2ccccn2)S(=O)(=O)c2ccccc2)cc1
→ i, i

Compounds from the list above that have a furan ring, fused or not, in the order listed:
Values run as follows: CHT PAM, CHT block
> CCSc1oc(-c2ccco2)nc1S(=O)(=O)c1ccccc1
→ i, i
> COc1ccc(C2C(C(=O)c3ccc(C)o3)=C(O)C(=O)N2Cc2ccco2)cc1OC (centres undefined)
→ i, i
> O=C(CN1C(=O)S/C(=C\c2ccc(F)cc2)C1=O)Nc1cccc(S(=O)(=O)NCc2ccco2)c1
→ i, i
> Cc1oc(C(C)(C)C)cc1C(=O)N1CCN(c2ccc(C(F)(F)F)cn2)CC1
→ i, i

(continued)
Structure	CHT PAM	CHT block
CCOC(=O)CSc1nnc2cc(C)c3ccccc3n12	i	i
O=C(CNC(=O)c1cccc(F)c1)OCC(=O)N1CCCc2ccccc21	i	i
CC(C)Cn1c(-c2ccc(C#N)cc2)nc2c1c(=O)[nH]c(=O)n2CC(C)C	i	i
Cc1cc(C)cc(OCC(=O)NNC(=O)c2cc3ccccc3o2)c1	i	i
FC(F)(F)c1ccc(N2CCOCC2)c(Nc2nc3ccccc3n3cnnc23)c1	i	i
COC(=O)c1cccc(NS(=O)(=O)c2ccc(NC(C)=O)cc2)c1C	i	i
O=C(Nc1c2c(nn1-c1cccc(Cl)c1)CS(=O)(=O)C2)c1ccco1	i	i
CCS(=O)(=O)N1Cc2ccccc2CC1C(=O)N(C)CC(=O)Nc1cccc(F)c1 (centres undefined)	i	i
CCOC(=O)C1CCCN(C(=O)/C=C/c2cc(OC)c(OC)c(OC)c2)C1 (centres undefined)	i	i
CC(C)C(=O)Nc1nnn(C)n1	i	i
O=C(NCc1cccs1)C1CC(=O)N(C2CCCC2)C1 (centres undefined)	i	i
CCN(CC)S(=O)(=O)c1cc(C(=O)N=c2sccn2C)ccc1OC	i	i
O=C(N/N=C/c1cccs1)C1CC(=O)N(c2ccccc2)C1 (centres undefined)	i	i
Cc1ccc(-n2c(N)c(C(N)=O)sc2=S)cc1	i	i
CCOC(=O)N1CCC(N2Cc3cccc(C(=O)N4CCN(c5cccc(Cl)c5)CC4)c3C2=O)CC1	i	i
CC(C(=O)Nc1ccccc1)N(C)Cc1cccs1 (centres undefined)	i	i
O=C1CC(NNc2ccccc2)C(=O)N1c1cccc(Cl)c1 (centres undefined)	i	i
COc1ccccc1CNC(=O)CN1C(=O)NC(C)(c2ccc(C)cc2)C1=O (centres undefined)	i	i
CC1=C(C(=O)OCc2ccccc2)C(c2cccnc2)n2nnnc2N1 (centres undefined)	i	i
COc1ccc(Br)cc1CNC(=O)CCCc1cn(C)c2ccccc12	i	i
Cc1cc(NC(=O)c2ccc3nc(-c4ccccc4)c(-c4ccccc4)nc3c2)no1	i	i
O=C(NCc1ccccc1)Nc1cccn(Cc2ccccc2)c1=O	i	i
CCOC(=O)c1cnn(-c2nc3c(C)cccc3s2)c1C	i	i
COc1cc(NC(=O)c2cccc([N+](=O)[O-])c2)ccc1NC(=O)c1cc2ccccc2o1	i	i

Structures from the list above with a nitro group on carbon (3):
Structure	CHT PAM	CHT block
Nc1nc(Nc2ccc(Cl)cc2)nc(NCCO)c1[N+](=O)[O-]	i	i
CC1(C)CC2CC(C)(CN2C(=O)c2ccc([N+](=O)[O-])cc2[N+](=O)[O-])C1 (centres undefined)	i	i
COc1cc(NC(=O)c2cccc([N+](=O)[O-])c2)ccc1NC(=O)c1cc2ccccc2o1	i	i

Further structures follow:
Structure	CHT PAM	CHT block
COC(=O)CNC(=O)C1CC(=O)N(CCc2ccc(F)cc2)C1 (centres undefined)	i	i
O=C(CC(O)(c1ccccc1)C(F)(F)C(F)F)c1cccs1 (centres undefined)	i	i
COc1ccccc1N1CCN(C2CCCN(S(=O)(=O)c3ccccc3)C2)CC1 (centres undefined)	i	i
O=C(OCCN1CCCCC1)c1c[nH]c2ccccc12	i	i
CCCn1c(N)c(C(=O)CN2CCc3ccccc3C2)c(=O)n(C)c1=O	i	i
COc1cccc(C(=O)N2CCN(Cc3ccccc3[N+](=O)[O-])CC2)c1	i	i
N=c1n(Cc2ccc(Cl)cc2)c2ccccc2n1CC(O)COc1ccccc1 (centres undefined)	i	-9.2*
CSCCC(NC(=O)c1ccccc1)C(=O)N1CC=C(c2ccccc2)CC1 (centres undefined)	i	i
CC(=O)Oc1ccc2c(=O)c(N3C(=O)c4ccccc4C3=O)c(C)oc2c1	i	i
Cc1noc(C)c1C(=O)OCC(=O)Nc1cc(Cl)ccc1Oc1ccccc1	6.7*	i
O=C(COc1ccc(F)cc1)Nc1nccs1	i	i
COC(=O)c1ccc2c(=O)n(CCCCCC(=O)NCc3ccc4c(c3)OCO4)c(=O)[nH]c2c1	i	i
O=C(N/N=C/c1ccc(Cl)cc1)C(=O)N1CCCCCC1	i	i
Cc1cc(C(=O)NCCCN2CCN(c3cc(Cl)ccc3C)CC2)n(-c2ccccc2)n1	i	i
Nc1ccc2c(c1)C(=O)Cc1ccccc1S2	i	i
Cc1ccc(CC(=O)CCc2ccccc2)cc1	i	i
CC1CCN(c2cc(N3CCOCC3)c([N+](=O)[O-])cc2F)CC1	i	i
COC(=O)C(Cc1ccccc1)NC(=S)NC(=O)c1ccccc1 (centres undefined)	i	i
CCOc1cc(C(=O)O)cc(Cl)c1OC	i	i

Screens (PubChem)
